# iPSC survival up – enhancers of single-cell hiPSC survival, primary screen, ATPlite luminescence | AID 602274, 2012 | survival enhancement, % at 20 µM | 100% = ROCK inhibitor wells, 0% = DMSO | 360,000 compounds, 0.044% hits; in the data active = survival enhancement above about 18%;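 also: cells exposed to compounds for 16 hours before the ATP read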
# NR2E3 ag-1 – NR2E3 agonists in two-hybrid cells, primary screen, cell-based, luminescence, CHO-S, Gal4-NCOR/VP16-NR2E3; Photoreceptor-specific nuclear receptor (Homo sapiens), Q9Y5X4; luciferase; inhibition of corepressor binding, % at 3.98 µM; 360,000 compounds, 0.35% hits; AID 602229, 2012;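 active = inhibition above the mean of all tested compounds plus 3 SD, cut at about 70% in these data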;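 also: 0% = DMSO with NR2E3 transfected cells and 100% = cells lacking NR2E3 construct; higher means lower luciferase signal from less NR2E3 corepressor binding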
# Target sequence (Q9Y5X4 whole entry, looked up, the tested form may be a part): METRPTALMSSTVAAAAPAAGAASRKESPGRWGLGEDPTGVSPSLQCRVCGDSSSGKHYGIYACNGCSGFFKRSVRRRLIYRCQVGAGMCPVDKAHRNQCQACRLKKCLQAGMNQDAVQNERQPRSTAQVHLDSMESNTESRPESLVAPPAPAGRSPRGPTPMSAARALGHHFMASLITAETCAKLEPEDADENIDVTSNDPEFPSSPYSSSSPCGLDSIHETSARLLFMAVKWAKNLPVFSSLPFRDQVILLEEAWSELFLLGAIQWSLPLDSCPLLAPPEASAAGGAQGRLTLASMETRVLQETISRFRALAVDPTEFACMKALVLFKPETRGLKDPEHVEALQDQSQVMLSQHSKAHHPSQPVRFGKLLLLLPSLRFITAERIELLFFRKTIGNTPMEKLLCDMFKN
# Shn3 inh set2 – reduction of Shn3 3'UTR firefly luciferase signal, primary screen, Schnurri-3 inhibitor project, cell-based, Clone20 osteoblasts, set 2; Clone20 osteoblast Shn3 3'UTR firefly luciferase, 24 h; inhibition, % at 12.5 µM; 360,000 compounds, 0.52% hits;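 active = mean inhibition of at least 75% with every replicate also reaching 75%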;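 also: 0% = median of neutral control wells and 100% = pilot-screen positive control compound; some compounds past the cut are filed as inactive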
# Peg3 prom inh – Peg3 promoter-driven luciferase inhibitors, primary screen, cell-based, HeLa, luciferase luminescence. inhibition, % at 20 µM. AID 588405, 2011. HeLa PEG-Prom luciferase reporter, overnight. 360,000 compounds, 1.7% hits;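 active = inhibition of at least 50% at 20 µM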
# PDI inh – inhibitors of human PDI, primary screen, biochemical, turbidity, single point, plate reader; Protein disulfide-isomerase (Homo sapiens), P07237; AID 588391, 2011; 350,000 compounds, 0.052% hits; PDI insulin aggregation turbidity, A650, 90 min; inhibition, % at 10 µM;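 active = mean inhibition across replicates of 30% or more, whatever share of single replicates reach that level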;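 also: absorbance from insulin aggregation driven by PDI reduction with DTT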
# Target sequence (P07237 whole entry, looked up): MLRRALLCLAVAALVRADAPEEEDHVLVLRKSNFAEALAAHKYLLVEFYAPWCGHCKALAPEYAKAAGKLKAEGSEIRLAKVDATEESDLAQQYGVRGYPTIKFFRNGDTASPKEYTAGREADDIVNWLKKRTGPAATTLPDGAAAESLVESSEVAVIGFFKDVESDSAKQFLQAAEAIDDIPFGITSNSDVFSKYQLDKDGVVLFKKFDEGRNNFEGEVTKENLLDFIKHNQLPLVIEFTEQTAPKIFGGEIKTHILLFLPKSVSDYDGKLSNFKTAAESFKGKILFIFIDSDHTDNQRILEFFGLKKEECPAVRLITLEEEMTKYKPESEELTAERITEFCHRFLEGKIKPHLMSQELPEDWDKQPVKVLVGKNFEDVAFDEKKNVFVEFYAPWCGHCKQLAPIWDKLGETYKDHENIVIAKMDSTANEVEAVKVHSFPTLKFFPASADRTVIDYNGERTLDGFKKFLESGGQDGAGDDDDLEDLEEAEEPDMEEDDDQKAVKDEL
# CaV13 ICDI inh – Primary screen for inhibitors of IQ motif and Ca2+-dependent inactivation inhibitor domain binding in CACNA1D, Förster resonance energy transfer in living cells, …. HEK cells, CFP/YFP FRET ICDI-IQ, plate reader, 10 min; percent FRET-ratio fall versus neutral wells. 340,000 compounds, 0.098% hits. inhibition, % at 12.3 µM;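 active = mean replicate inhibition of at least 30% and at least 1% of replicates passing that level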;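 also: 0% = median of the neutral control wells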
# H9c2 protect – cardioprotection against H2O2-induced cell death, primary screen, uHTS, H9c2 cells, ATPLite luminescence; H9c2 cardiomyocytes, H2O2 injury protection, 2 h; protection from H2O2 cell death, % at 20 µM; 360,000 compounds, 0.63% hits; AID 588492, 2011;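 active = compounds giving at least 50% protection of heart cells from peroxide-induced death in the single-dose screen, raw or plate-pattern-corrected value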;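 also: 0% = DMSO wells with peroxide and 100% = DMSO wells without peroxide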
# NR2E3 ag-2 – inhibitors of NR2E3-RetCOR corepressor binding, primary screen, NR2E3 agonist project, biochemical, TR-FRET, GST-NR2E3, biotin-RetCOR. Photoreceptor-specific nuclear receptor (Homo sapiens), Q9Y5X4. 1536-well. inhibition of corepressor binding, % at 4.78 µM. 320,000 compounds, 0.12% hits. AID 2300, 2010;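 active = percent inhibition above the cutoff of mean plus 3 SD of all tested compounds, set per screening campaign, cut at about 20% in these data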;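 also: 0% = DMSO wells and 100% = biotin wells as full block of FRET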
#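 Test system – NR2E3–RetCOR corepressor complex · Quantity – NR2E3 fusion 1.35 nM · Buffer or medium – Tris pH 7.5 · Incubation – Compound–protein incubation for 5 h at 4 °C · Technique – TR-FRET, Eu(K)-anti-GST donor, streptavidin-D2 acceptor, ex 340, em 617/671 nm · Evaluation – percent inhibition of 671/617 nm emission ratio versus biotin and DMSO controls · Plate – 1536-well format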
# HTR2A ag – mouse Htr2a agonists via beta-arrestin recruitment, primary screen, cell-based, luminescence; CHO-K1 mHTR2A beta-arrestin complementation; percent of 30 µM serotonin response; activation, % at 7.6 µM; 360,000 compounds, 0.66% hits; AID 624169, 2012;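 active = activation above a run cutoff, the mean activation of all tested compounds plus 3 SD, cut at about 14% in these data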;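 also: 0% = plate median of compound wells and 100% = 30 µM serotonin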
# HIF-2a block – HIF-2a reporter inhibitors, primary screen, luminescence, 786-0 RCC cells; 786-0 RCC cells HIF-2a reporter, luciferase luminescence, overnight; inhibition, % at 18.8 µM; 360,000 compounds, 0.72% hits; AID 624352, 2012;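 active = inhibition of the luminescence signal of 40% or more relative to plate controls, in a single-dose primary screen at 18.75 µM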
# TRPM1 prom inh – inhibitors of MITF-dependent TRPM1 promoter reporter, primary screen, cell-based, SK-MEL-5, single point, luciferase. inhibition, % at 12.5 µM. SK-MEL-5 TRPM1 promoter luciferase, 24 h. AID 488899, 2010. 330,000 compounds, 0.83% hits;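 active = mean inhibition across replicates of 60% or more, whatever share of single replicates reaches that level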; also: values of inactives mirror those of a sister screen read the other way
# Starred values were filed as active, the others as inactive; . = no result given.
SMILES,iPSC survival up,NR2E3 ag-1,Shn3 inh set2,Peg3 prom inh,PDI inh,CaV13 ICDI inh,H9c2 protect,NR2E3 ag-2,HTR2A ag,HIF-2a block,TRPM1 prom inh
CCOc1ccc(NC(=O)CN(C)C(=O)c2ccc(N3CCOCC3)c([N+](=O)[O-])c2)cc1OCC,0.6,6.5,8.3,2.6,0.9,-12.0,6.5,1.2,-2.6,19.1,-5.5
CCOc1ccc(/C=N/NC(=O)CNC(=O)c2ccc(S(=O)(=O)N3CCOCC3)cc2)cc1,-0.1,0.7,-21.8,24.6,24.6,-4.6,-3.7,-1.4,-0.3,11.0,12.2
CC(C)(C)NC(=O)c1cc(F)c(F)cc1Cl,-2.5,-1.9,.,1.1,14.5,-4.3,1.4,2.6,-2.2,0.9,-8.6
COCCNCc1nc2sc(C)c(-c3ccccc3)c2c(=O)[nH]1,-0.3,11.3,2.8,9.9,-3.2,-7.1,-5.1,-1.0,3.0,7.7,2.3
COc1ccc(/C(C)=N/NS(=O)(=O)c2cc(C)ccc2C)c(OC)c1,1.6,13.0,-3.2,2.1,-1.5,-4.7,3.2,-1.5,2.2,16.5,1.5
C=CCNC(=S)/N=c1\sccn1C,-2.8,-7.8,-5.0,-6.9,15.9,.,-1.8,1.6,-0.9,-15.8,1.1
Oc1csc(Cc2nc(-c3ccc4ccccc4c3)cs2)n1,3.9,-83.8,-80.6,-234.4,-2.7,-4.0,-13.1,-0.1,6.4,-212.4,-37.0
CCc1nc2c(OCC(=O)C(C)(C)C)cccn2c1N(C)C(=O)Nc1ccccc1OC,-1.9,26.6,-10.2,11.0,-3.5,-6.3,4.3,.,2.9,9.1,.
Cc1c(NC(=O)CSc2cccc3cccnc23)c(=O)n(-c2ccccc2)n1C,2.0,5.3,19.9,23.3,1.7,-4.4,2.2,1.7,-0.7,34.3,35.6
O=C(/C=C/c1ccccc1)Nc1cc(S(=O)(=O)N2CCOCC2)ccc1N1CCCC1,-0.8,2.8,-7.6,10.2,7.7,-13.7,-0.1,2.0,-4.2,15.4,9.9
CCCN1CCOC(CC(=O)Nc2ccc([N+](=O)[O-])cc2)C1=O (centres undefined),-1.9,-10.8,7.0,2.2,-3.1,-4.6,-2.8,-0.3,3.5,9.5,11.7
CCOC(=O)[C@]12CCC=C1N(CCC1=CCCCC1)C(=O)[C@H](CC(=O)N1CCCC1)C2,-1.0,-14.8,.,.,.,-7.9,.,.,5.0,1.4,.
CN1CCCCC1CCN1c2ccccc2Sc2ccc(S(C)=O)cc21 (centres undefined),-2.8,-12.1,10.0,-42.0,0.3,-4.3,-0.9,3.5,-10.1,10.6,1.1
CC1(C)CC(=O)C2=C(C1)Nc1ccccc1NC2,-0.3,6.5,0.8,25.3,3.9,-243.7,7.3,-1.3,0.5,12.6,-10.3
COc1ccc(C(=O)NC2CC3CCCC(C2)N3Cc2ccccc2)c(OC)c1 (centres undefined),-0.1,-15.3,1.0,9.5,2.3,-1.9,5.0,-0.7,0.4,9.9,4.9
Cc1ccc2[nH]c(CN3CCN(C)C(CCO)C3)c(C)c2c1 (centres undefined),0.3,-5.0,-5.6,3.6,-6.6,-21.2,-4.0,-1.5,-5.7,11.2,13.8
CCCS(=O)(=O)n1nc(-c2ccc(OC)cc2)cc1N,1.8,-36.7,-31.7,-16.5,4.6,-6.2,-7.5,1.6,1.8,-46.4,-11.8
O=C(Nc1ccc(O)c2c(=O)cc(-c3ccccc3Cl)oc12)c1cccc(Cl)c1,-1.5,-4.6,-37.4,3.8,-3.8,-10.7,3.0,0.5,-7.9,-35.4,7.4
CN(C)c1ccc(NC2=C([N+](=O)[O-])CS(=O)(=O)C2)cc1,0.2,5.1,5.6,-2.1,-1.6,.,7.7,3.5,-4.3,-12.4,4.4
O=C(Cc1cccc2ccccc12)N/N=C/c1ccc(O)c([N+](=O)[O-])c1,0.2,17.8,-13.3,13.8,-1.0,-2.6,6.1,-4.0,3.1,23.5,3.3
COC(=O)c1sc(S(=O)(=O)N2CCCCC2C)c(C(=O)OC)c1C (centres undefined),0.0,-17.1,8.4,22.7,-1.2,-5.7,-2.1,4.1,2.0,7.9,7.0
Cc1ccc(S(=O)(=O)N2CC3(O)CN(C(=O)OC(C)C)N(C(=O)OC(C)C)CC3(OC(=O)NCc3ccco3)C2)cc1 (centres undefined),3.5,-18.7,-15.3,17.4,-2.7,-5.5,5.4,.,1.1,-7.6,.
CC1(C)Cc2cccc(OCC(=O)N3CCN(c4cccc(Cl)c4)CC3)c2O1,-0.4,19.0,16.5,8.2,0.1,.,3.2,-0.8,-2.5,8.1,-12.2
Cc1ccc(C)c(Cn2c(=O)n(C)c(=O)c3sccc32)c1,0.7,-16.4,8.5,2.5,0.8,-5.8,-6.9,-0.4,-1.8,7.2,0.3
CCOCC(=O)N1CCN(c2ccccc2OC)CC1,-2.0,1.6,-7.2,11.7,1.4,-3.9,-2.6,-5.6,-1.2,7.5,7.0
C=C[C@@H]1c2ccccc2N(S(=O)(=O)c2ccc(C)cc2)[C@H](c2ccccc2C(F)(F)F)C1(C#N)C#N,-1.1,2.8,68.3,11.6,-4.0,-6.3,-2.8,1.5,0.7,12.0,24.9
CN(C(=O)Cn1nnc(-c2ccc(F)cc2)n1)C1CCS(=O)(=O)C1 (centres undefined),-0.4,-5.9,-6.4,-2.5,-39.4,-18.3,3.0,4.8,4.1,1.7,-2.7
COc1ccc(N(CC(=O)O)S(=O)(=O)c2ccc(OC)c(OC)c2)cc1,1.5,-24.1,-20.8,6.2,8.0,-4.3,-1.6,2.7,0.9,9.2,10.5
O=c1[nH]cnc2ccccc12,-0.8,1.1,-17.1,1.2,.,.,9.8,1.8,1.4,22.1,.
CC(C)(C)n1nnnc1C(c1cc2ccccc2o1)N1CCCCC1 (centres undefined),-0.3,-8.7,.,.,.,-5.4,.,.,-4.7,-44.4,.
O=C(NCc1cccc(Cl)c1)C1CCN(S(=O)(=O)c2ccc(F)cc2)CC1,-0.2,0.1,-7.5,19.5,5.3,-7.0,-1.9,1.4,1.9,11.4,-3.6
COc1cc(NC(=O)CN(c2ccc(C)cc2)S(=O)(=O)c2c(C)noc2C)cc(OC)c1,-0.5,5.6,52.6,29.8,-2.1,-1.3,-4.2,-2.4,-4.2,25.8,10.4
CCN(CC)S(=O)(=O)c1ccc(NC(=O)c2ccc(NS(C)(=O)=O)cc2)cc1,-1.2,-3.9,10.0,4.0,-6.5,-4.8,3.2,1.7,3.3,0.4,-0.1
CCC(=O)NC(=S)Nc1ccccc1C(=O)NC1CCCCC1,0.3,-6.3,14.8,5.3,-15.4,-5.5,7.6,6.8,1.0,9.7,3.7
CNC(=O)c1ccc2c(c1)nnn2C,-0.1,4.9,-7.8,12.0,3.7,-3.8,-2.2,2.2,-2.4,22.3,14.3
Cc1ccc(C(=O)/C=C2/NC(=O)CS2)cc1,-2.3,-48.0,-34.5,-104.5,-7.2,-4.6,-7.7,1.9,-3.5,-123.3,-44.3
COC(=O)c1ccc(COc2ccccc2/C=N/O)o1,-0.7,5.2,-11.8,-11.2,12.8,-17.2,-3.8,0.9,-1.9,-10.5,.
Nc1c2c(nc3sc4c(c13)CCCCC4)CCCCC2,-1.3,-180.1,-5.5,-215.0,-4.5,-5.0,-8.1,-3.2,-4.0,-209.3,-16.5
C/C=C/C=N/Nc1nc(-c2ccc([N+](=O)[O-])cc2)cs1,4.1,1.4,-29.3,-42.0,4.2,-13.8,-1.2,-1.9,1.7,-51.4,-12.7
O=C(NCc1nnc2c(C(F)(F)F)cc(Cl)cn12)c1ccc(Br)o1,-0.3,-19.5,0.4,8.9,3.4,-2.6,1.2,0.3,3.2,5.2,-3.7

# Entries shown so far that have a CF3 group, in the order listed:
SMILES,iPSC survival up,NR2E3 ag-1,Shn3 inh set2,Peg3 prom inh,PDI inh,CaV13 ICDI inh,H9c2 protect,NR2E3 ag-2,HTR2A ag,HIF-2a block,TRPM1 prom inh
C=C[C@@H]1c2ccccc2N(S(=O)(=O)c2ccc(C)cc2)[C@H](c2ccccc2C(F)(F)F)C1(C#N)C#N,-1.1,2.8,68.3,11.6,-4.0,-6.3,-2.8,1.5,0.7,12.0,24.9
O=C(NCc1nnc2c(C(F)(F)F)cc(Cl)cn12)c1ccc(Br)o1,-0.3,-19.5,0.4,8.9,3.4,-2.6,1.2,0.3,3.2,5.2,-3.7

# New compounds follow.
SMILES,iPSC survival up,NR2E3 ag-1,Shn3 inh set2,Peg3 prom inh,PDI inh,CaV13 ICDI inh,H9c2 protect,NR2E3 ag-2,HTR2A ag,HIF-2a block,TRPM1 prom inh
Cc1ccoc1C(=O)N1CCCC(CO)(Cc2ccc(F)cc2)C1 (centres undefined),0.2,13.2,-49.9,15.5,-5.8,-5.7,-4.7,.,2.0,-1.4,-6.3
COc1ccc(/C=N/NC(=O)c2c([N+](=O)[O-])c(C)nn2C)cc1,-0.6,-3.7,-5.5,2.8,1.3,-5.0,1.2,1.3,-1.2,12.9,9.2
COc1cccc(Nc2nc3ccc(OC)cc3s2)c1,-0.2,-144.3,-37.1,-365.4,-0.4,-2.6,-13.0,0.8,-4.0,-283.1,-108.5
C=CCNc1nc(C(=O)OCC(=O)Nc2cc(S(C)(=O)=O)ccc2Cl)cs1,-0.3,5.0,-16.2,15.8,0.3,-8.7,4.9,2.2,5.4,5.9,27.7
COc1ccc2c(CC(=O)Nc3nnc(C4CC4)s3)coc2c1,-1.6,-5.5,.,-16.6,4.6,.,-7.1,5.3,4.1,-17.1,6.8
O=C(N/N=C/c1ccco1)c1ccccn1,-0.1,-66.3,-41.8,-80.3,-4.0,-5.3,2.8,5.0,1.1,-147.2,-37.8
Cc1cc(NC(=O)c2cc(C(C)(C)C)oc2C)no1,1.6,-8.8,-16.4,-33.4,3.6,-3.7,-1.4,-1.1,3.3,-70.5,3.0
COc1ccccc1CNC(=O)COC(=O)c1ccccn1,1.6,-16.5,-5.7,-16.6,-3.3,-6.1,-3.1,0.0,2.8,14.1,-7.9
Cc1cccc(NC(=O)c2ccc(COc3ccccc3[N+](=O)[O-])o2)n1,0.6,49.1,21.9,-18.3,-1.0,-5.4,14.9,-3.8,-6.1,-72.2,-10.7
O=S(=O)(NCCc1cn2ccccc2n1)c1ccc(-c2ccccc2)cc1,0.0,38.5,-19.4,16.2,5.8,-2.8,-1.5,1.9,13.7,11.0,1.8
